Screening results from PubChem.
Insulin prom inh: TRM-6 insulin promoter activity inhibition; AID 1273; TRM-6 cells (human fetal islet line), insulin promoter-eGFP reporter, imaging; reporter expression induced with tamoxifen; 0.9% of 130,000 active; inhibition, % at 2 µM;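 active means inhibition above the mean plus 3 SD, with well images judged a real hit on visual review, cut at about 60% in these data, passing the limit was not always enough; inconclusive means inhibition over the cutoff but images rejected on review; inactive means inhibition not above the cutoff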
sdo1 growth: compounds rescuing growth of sdo1-depleted yeast, bone marrow failure model. S. cerevisiae sdo1-depleted JHY4D growth rescue, OD600 30 h; stronger effect = higher value; pdr5 snq2 efflux-pump mutant strain. z-score at 10 µM. 0.21% of 140,000 active;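 active means z-score above 3 at both the 24 hr and the 30 hr optical density reads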;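 further: z-score against mean and SD of all compound wells on the same plate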
sdo1 growth Rescue 24 h: further read-out of sdo1 growth, marked with its call; z-score; S. cerevisiae sdo1-depleted JHY4D growth rescue, OD600; measured here: growth rescue at 24 h;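 0 is the plate mean of compound wells and units are plate SD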
An asterisk follows results filed as active; i = inactive; ? = inconclusive; . = no result given. This is a subset (hit frequency here may not be typical).

SMILES | Insulin prom inh | sdo1 growth | sdo1 growth Rescue 24 h
Cc1ccc(CN2C(=O)c3ccccc3NC2c2ccccn2)cc1 (configuration not stated) | -43 | . | .
CCc1nc2c(cnn2-c2ccc(F)cc2)c(=O)n1-c1ccc(N2CCC(C)CC2)cc1 | . | -1 | -0.34
COc1ccc(C(=O)N2CCN(c3cnn(-c4ccccc4)c(=O)c3Cl)CC2)cc1 | 0 | . | .
CCOC(=O)C1CCCN(C(=O)COc2ccc(S(=O)(=O)N(CC)c3ccccc3)cc2)C1 (configuration not stated) | -50 | . | .
COc1ccc(NC(=O)COc2ccccc2C#N)c(S(=O)(=O)N2CCCCC2)c1 | . | 0.8 | 1.2
O=C(/C=C\c1ccccc1)Oc1cccc2cccnc12 | -67 | . | .
CC(C)CCn1c(SCCc2ccccc2)nc2c1c(=O)[nH]c(=O)n2C | 57 | -2 | -0.78
Cc1ccc(C(=O)c2ccc([N+](=O)[O-])cc2)c(C)c1 | i | -0.83 | -0.55
COc1cc(C(=O)Nc2nnc(CC(=O)N3CCOCC3)s2)cc(OC)c1OC | 49 | 1 | 1.2
CCCS(=O)(=O)N1CCN(C(=O)c2ccc(-c3ccccc3)cc2)CC1 | -31 | -0.49 | -0.55
S=C(NCCC1=CCCCC1)Nc1ccc(Cl)cc1 | 19 | -0.53 | -0.57
O=S(=O)(NCc1cccs1)c1cccc(S(=O)(=O)N2CCCCC2)c1 | . | -0.16 | -1.1
Cc1ccc(S(=O)(=O)Nc2cc(=O)[nH]c(SCc3ccccc3Cl)n2)cc1 | -31 | -0.97 | -0.45
O=C(Nc1cccc(F)c1)c1coc(=O)c(Br)c1 | -58 | 0.89 | 0.92
NC(=O)CCn1c2ccccc2c2ccccc21 | -68 | . | .
COc1ccccc1-c1nnc(NC(=O)c2cccc(N3C(=O)CCC3=O)c2)o1 | 4 | 0.44 | 0.16
COc1ccc(NC(=O)c2ccc(NCCCN3CCOCC3)c([N+](=O)[O-])c2)cc1 | . | 0.51 | -0.21
CCSc1nc(O)c(C2OC(=O)c3c2ccc(OC)c3OC)c(=O)n1CC (configuration not stated) | 62 | 0.76 | 0.24
CCCS(=O)(=O)N1CCC(C(=O)N2CCN(C(=O)OCC)CC2)CC1 | . | 0.2 | -0.76
Cc1nc2cc(CO)ccc2n1C | -9 | -0.54 | -0.89
CC(C)N1C(=O)c2ccccc2C1C(=O)NC1CCCCCC1 (configuration not stated) | -22 | -0.55 | -0.78
COc1ccc(C(c2nnnn2Cc2ccccc2)N2CCN(c3ccccc3)CC2)cc1 (configuration not stated) | . | -1.6 | -1.4
CC(C)(O)C(=O)NN(Cc1ccccc1)c1ccccc1 | -73 | 0.35 | 0.24
COc1ccc(CN2CCn3nc(C(=O)NC(C)C)cc3C2=O)cc1 | -15 | . | .
COc1ccc(N2C(=O)CC3(CCCC3)CC2=O)cc1 | . | 0.37 | 0.53
CC(=O)Nc1nnc(SCc2ccccc2F)s1 | 64 | 0.62 | 1.7
COc1ccc(CCNC(=O)CSCc2ccc(F)cc2)cc1OC | 3 | -0.08 | -0.94
COC(=O)Cc1c(C)nc2nc(NCc3ccccc3OC)[nH]n2c1=O | 37 | -0.37 | -1.3
COc1ccc(Nc2ccc(N3C(=O)CC(C)C3=O)cc2[N+](=O)[O-])cn1 (configuration not stated) | -50 | . | .
Cc1ccc(/C=N/n2c(-c3ccncc3)n[nH]c2=S)cc1 | -11 | 0.09 | -0.28
C=CCN(c1ccc(C(=O)Nc2ccc(NC(C)=O)cc2)cc1)S(C)(=O)=O | 27 | . | .
CCc1ccc(-n2c(=O)c3ccccc3n(CC(=O)NCc3ccco3)c2=O)cc1 | -78 | . | .
O=C(CCSc1ccccc1)N1CCN(C(=O)c2ccco2)CC1 | -156 | 1.6 | 2.1
Cc1cnn(C(=S)NCCc2ccccc2)c1 | -12 | -2 | -1.7
CC(C)(C)c1cnnn1-c1ccc(NC(=O)c2ccc3c(c2)OCO3)cc1 | -36 | -0.71 | -0.93
Cc1c(C(=O)O)sc(=S)n1-c1ccccc1 | 9 | 0.2 | 0.07
CCc1ccc2c(CN3CCc4cc(OC)c(OC)cc4C3)cc(=O)oc2c1 | 53 | -0.82 | 0.78
COc1ccc(CC/C(=N\O)C2(O)CCCCC2)cc1 | 50 | -1.1 | -0.12
COc1cc(SC)ccc1C(=O)Nc1ccccc1 | 47 | -0.66 | 0.04
NS(=O)(=O)c1ccc(NC(=O)COC(=O)c2cn(-c3ccccc3)nc2-c2ccc(F)cc2)cc1 | 14 | 1.2 | 1.5
COC(=O)/C(N=Nc1c(C)n(C)n(-c2ccccc2)c1=O)=C(\C)O | . | 0.41 | 0.38
COc1ccccc1C(=O)NC(=S)Nc1ccc(NC(=O)c2ccco2)cc1 | 24 | . | .
COC(=O)c1c[nH]n2c(=O)cc(C)nc12 | . | 0.45 | -0.41
Cc1ccc(CN2C(=O)CCC2C(=O)NCCN2CCOCC2)cc1 (configuration not stated) | 29 | -0.31 | -0.68
O=C(Nc1ccccc1)NC1(C(=O)NCc2ccc3c(c2)OCO3)CCCCC1 | . | 1.4 | -0.09
CCN(CC)CCOc1ccc2c(c1)C(=NNC(=O)c1ccccn1)c1cc(OCCN(CC)CC)ccc1-2 | . | 1.2 | 0.97
Cc1ccc(NC(=O)c2ccc(CSc3nnc(C)s3)cc2)cc1 | 34 | -0.59 | -0.42
COc1cc(-c2nnc(-c3ccncc3)o2)ccc1OCc1ccccc1 | . | -1.4 | -0.29
COc1ccc(/C=N/NC(=O)CCOc2ccccc2C)cc1OC | -8 | -0.16 | -0.43
CC(=O)OCC(=O)Nc1c(C)cc(C)cc1C | -27 | . | .
O=C(CNS(=O)(=O)c1ccc(F)cc1)N1CCN(c2ccc(F)cc2)CC1 | -338 | 0.02 | 0.08
COc1cc(CNC(C)(C)CO)cc(Br)c1OCc1ccc(Cl)cc1Cl | 20 | -2 | -1.2
Cc1nc2cc(C(=O)O)ccc2n1C1CCCCC1 | -362 | 1.9 | 1.1
O=C(O)CCCNC(=O)Nc1ccccc1 | 30 | -0.34 | -0.16
CC(=O)Nc1ccc(N(C(=O)c2cnccn2)C(C(=O)NC2CCCCC2)c2ccc(O)cc2)cc1 (configuration not stated) | . | 1.3 | 1.2
CN(c1ccccc1)S(=O)(=O)c1ccc(NC(=S)NC(=O)C2CC2)cc1 | -15 | -1.1 | -0.58
CC(NCc1ccc(F)cc1)C(=O)NC1CCCCC1 (configuration not stated) | 38 | . | .
Cc1ccc(C(=O)C2C(=O)c3ccccc3C2=O)cc1 | -34 | 0.64 | 0.14
O=C(Nc1ccccc1)c1cc(-n2cnnc2)ccc1Cl | -28 | 1.3 | -0.02
O=C(c1cnn(C(=O)c2ccccc2)c1)c1ccccc1O | 40 | -0.07 | -0.1

Remaining list, next part
SMILES | Insulin prom inh | sdo1 growth | sdo1 growth Rescue 24 h
CN(c1ccc([N+](=O)[O-])cc1/C=N/NC(=O)COc1ccccc1)C1CCCCC1 | -31 | -0.97 | -0.21
N#CC1=C(S)N(c2ccccc2)C(c2ccc(-c3ccccc3Cl)o2)NC1=O (configuration not stated) | 32 | -0.25 | -0.24
O=C(Nc1ccccc1)Nc1ccc2ncoc2c1 | 35 | . | .
Clc1ccc(OCCCN2CCCCC2)c(Br)c1 | -23 | -0.49 | -0.27
CCC(C)NC(=O)CO/N=C/c1ccccc1OC(F)F (configuration not stated) | 36 | 0.22 | -0.66
CCCCC(=O)NNC(=S)NC(=O)c1ccc([N+](=O)[O-])cc1 | -13 | . | .
CC(=O)NC1(C(F)(F)F)N=C(c2ccccc2)NC1=O (configuration not stated) | . | 0.26 | -0.74
Cc1ccccc1Nc1nc(N)nc(COC(=O)c2cccn2C)n1 | . | -0.43 | -0.5
C(=C\c1ccccc1)/C=N/N1CCN(c2ccccn2)CC1 | -8 | 0.94 | 0.96
OC(COCc1ccc(Cl)cc1)CN1CCc2ccccc2C1 (configuration not stated) | 38 | 0.38 | 0.49
CCCN(CCC)C(C)C(=O)NCC1(c2ccccc2)CCCC1 (configuration not stated) | -18 | . | .
CC(Sc1nncn1-c1ccccc1)C(=O)Nc1cccc([N+](=O)[O-])c1 (configuration not stated) | 22 | 0.79 | 0.39
O=C(/C=C/Nc1ccccc1F)c1ccc(Br)cc1 | 29 | -0.4 | -0.64
Cc1ccc(CNC(=O)CN(c2cccc([N+](=O)[O-])c2)S(=O)(=O)c2ccccc2)cc1 | 5 | -0.1 | -0.59
O=c1cc2c(nn1Cc1ccccc1)-c1ccccc1CC2 | -13 | . | .
O=C(CC1C(=O)NCCN1Cc1ccc(F)c(F)c1)NCCCn1ccnc1 (configuration not stated) | 14 | . | .
Fc1cccc(C2NN=C(c3ccccc3)S2)c1 (configuration not stated) | 46 | 0.61 | 0.74
CC1(C)CC(CCNC(=O)c2ccc(-n3cnnn3)cc2)CC(C)(C)N1 | . | -0.77 | -0.56
COC(=O)Cn1c(CN2CCC(Cc3ccccc3)CC2)nc2c1c(=O)n(C)c(=O)n2C | ? | 1.4 | 1.4
COC(=O)CCC(=O)N(CCN(C(=O)CCC(=O)OC)c1ccccc1)c1ccccc1 | 31 | . | .
CCOc1cc(CNCc2ccncc2)cc(Cl)c1OC | -25 | 0.65 | 0.05
CC12CCCCC1c1ccccc1C(=NCC(=O)O)N2 (configuration not stated) | . | 0.12 | -0.38
Cc1ccc(C(=O)OCn2nnc3ccccc3c2=O)cc1[N+](=O)[O-] | 12 | . | .
Cc1nc2ccc(NC(=O)COc3ccccc3[N+](=O)[O-])cc2s1 | 20 | . | .
NC(=O)CCCCC(=O)OCCCc1cccs1 | . | 0.9 | 1
Cc1[nH]c(=O)[nH]c(=O)c1NC(=O)c1sc2nc3c(C)cccc3cc2c1N | 3 | 1.4 | 0.78
COc1ccc(NC(=O)C2CCCN(S(=O)(=O)c3cccc4cccnc34)C2)cc1 (configuration not stated) | . | 1 | 1.2
CC(=O)NCCn1c(SCc2ccccc2F)nc2ccccc2c1=O | . | -1.7 | -1.9
CCC(N=c1cc(-c2ccc(OC)cc2)oc2ccc(C)cc12)C(=O)O (configuration not stated) | 13 | -0.64 | -1.8
COc1cc(C(=O)NCCCN(C)C)ccc1OCC(=O)Nc1cccc(C(F)(F)F)c1 | 29 | . | .
COCc1cnc(C)nc1N | -100 | . | .
COc1ccc(NC(=O)CN2c3cccc4cccc(c34)S2(=O)=O)cc1 | -8 | -0.22 | -0.44
CCOC(=O)N1CCN(C(=O)CN(c2ccc(C)cc2)S(=O)(=O)c2c(C)noc2C)CC1 | 16 | 0.07 | 0.18
Cc1nn(-c2ccccc2Cl)c(Cl)c1/C=N/Nc1cccc(C(=O)O)c1 | -33 | -0.03 | -0.3
Cc1cc(C)c2c(N)c3cccc(C)c3nc2n1 | . | 0.78 | 0.12
ClCC1NCC(c2ccccc2Cl)c2c1[nH]c1ccccc21 (configuration not stated) | i | . | .

As a short view, part of the list above.
SMILES | Insulin prom inh | sdo1 growth | sdo1 growth Rescue 24 h
CCOc1cc(CNCc2ccncc2)cc(Cl)c1OC | -25 | 0.65 | 0.05
CC12CCCCC1c1ccccc1C(=NCC(=O)O)N2 (configuration not stated) | . | 0.12 | -0.38
Cc1ccc(C(=O)OCn2nnc3ccccc3c2=O)cc1[N+](=O)[O-] | 12 | . | .
Cc1nc2ccc(NC(=O)COc3ccccc3[N+](=O)[O-])cc2s1 | 20 | . | .
NC(=O)CCCCC(=O)OCCCc1cccs1 | . | 0.9 | 1
Cc1[nH]c(=O)[nH]c(=O)c1NC(=O)c1sc2nc3c(C)cccc3cc2c1N | 3 | 1.4 | 0.78
COc1ccc(NC(=O)C2CCCN(S(=O)(=O)c3cccc4cccnc34)C2)cc1 (configuration not stated) | . | 1 | 1.2
CC(=O)NCCn1c(SCc2ccccc2F)nc2ccccc2c1=O | . | -1.7 | -1.9
CCC(N=c1cc(-c2ccc(OC)cc2)oc2ccc(C)cc12)C(=O)O (configuration not stated) | 13 | -0.64 | -1.8
COc1cc(C(=O)NCCCN(C)C)ccc1OCC(=O)Nc1cccc(C(F)(F)F)c1 | 29 | . | .
COCc1cnc(C)nc1N | -100 | . | .
COc1ccc(NC(=O)CN2c3cccc4cccc(c34)S2(=O)=O)cc1 | -8 | -0.22 | -0.44
CCOC(=O)N1CCN(C(=O)CN(c2ccc(C)cc2)S(=O)(=O)c2c(C)noc2C)CC1 | 16 | 0.07 | 0.18

Continuation.
SMILES | Insulin prom inh | sdo1 growth | sdo1 growth Rescue 24 h
O=C(CSc1nnnn1-c1cccc(F)c1)Nc1nc2ccccc2s1 | -13 | -0.39 | 1.4
COc1ccc(N2CCN(c3oc(-c4ccccc4OC)nc3C#N)CC2)cc1 | -36 | -0.63 | -0.8
O=C(NCc1ccco1)C1CCC(N2C(=O)c3ccccc3C2=O)CC1 (configuration not stated) | ? | -1.2 | -1.4
O=C(c1c(F)c(F)c(F)c(F)c1F)N1CCN(c2cccc(C(F)(F)F)c2)CC1 | 0 | -0.41 | -0.25
O=C(Nc1ccccc1C(=O)N1CCCCCC1)c1ccccc1Cl | 36 | . | .
O=C(O)CCCCCNS(=O)(=O)c1c(Cl)cccc1Cl | . | 0.72 | 0.54
Cc1sc2ncnc(N3CCN(C(=O)c4ccco4)CC3)c2c1C | -38 | . | .
O=C(N/N=C/c1c[nH]c2ccccc12)C1CC(=O)N(c2ccccc2)C1 (configuration not stated) | 6 | . | .
COc1ccc2c(=O)c3c(=O)n(Cc4ccco4)c(C(C)C)nc3oc2c1 | -6 | -0.09 | -0.43
